Compound activity as filed in PubChem.
FEN1 inhibitor: qHTS Assay for the Inhibitors of Human Flap endonuclease 1 (FEN1) | Recombinant FEN1 flap cleavage, fluorescence, 15 min | P39748 | 0.35% of 390,000 active | Potency, µM (series often up to 114 µM), without a hit: top-dose activity change, negative = inhibition, most hits filed as inhibitors; also: nearly all actives have a fitted effect of over 65% in size
Target sequence (P39748 whole entry, looked up): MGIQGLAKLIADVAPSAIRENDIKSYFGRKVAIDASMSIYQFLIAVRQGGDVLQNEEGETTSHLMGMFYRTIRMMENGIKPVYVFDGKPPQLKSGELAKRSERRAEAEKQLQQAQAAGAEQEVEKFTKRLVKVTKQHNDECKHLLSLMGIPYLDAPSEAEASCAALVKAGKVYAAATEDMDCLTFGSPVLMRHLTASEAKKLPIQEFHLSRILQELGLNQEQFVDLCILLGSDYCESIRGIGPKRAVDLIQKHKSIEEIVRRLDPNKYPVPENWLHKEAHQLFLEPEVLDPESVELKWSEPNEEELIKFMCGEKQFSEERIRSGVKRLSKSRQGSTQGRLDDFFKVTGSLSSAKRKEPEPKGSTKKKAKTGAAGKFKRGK
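Potency values derive from four-parameter Hill fits of normalized qHTS data. The reaction used 10 nM FEN1 preincubated 15 min at room temperature with compound, then 50 nM DNA substrate, read at 0 and 15 min.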
TDP1 inh: qHTS Assay for Inhibitors of Tyrosyl-DNA Phosphodiesterase (TDP1); Tyrosyl-DNA phosphodiesterase 1 (Homo sapiens), Q9NUW8; recombinant TDP1, AlphaScreen DNA substrate cleavage; Potency, µM (top dose mostly 130 µM), for the others: at the highest dose activity change, negative = inhibition, actives largely listed as inhibitors; 0.28% of 350,000 active; also: nearly all actives have a fitted effect of over 40% in size
Target sequence (Q9NUW8 whole entry, looked up): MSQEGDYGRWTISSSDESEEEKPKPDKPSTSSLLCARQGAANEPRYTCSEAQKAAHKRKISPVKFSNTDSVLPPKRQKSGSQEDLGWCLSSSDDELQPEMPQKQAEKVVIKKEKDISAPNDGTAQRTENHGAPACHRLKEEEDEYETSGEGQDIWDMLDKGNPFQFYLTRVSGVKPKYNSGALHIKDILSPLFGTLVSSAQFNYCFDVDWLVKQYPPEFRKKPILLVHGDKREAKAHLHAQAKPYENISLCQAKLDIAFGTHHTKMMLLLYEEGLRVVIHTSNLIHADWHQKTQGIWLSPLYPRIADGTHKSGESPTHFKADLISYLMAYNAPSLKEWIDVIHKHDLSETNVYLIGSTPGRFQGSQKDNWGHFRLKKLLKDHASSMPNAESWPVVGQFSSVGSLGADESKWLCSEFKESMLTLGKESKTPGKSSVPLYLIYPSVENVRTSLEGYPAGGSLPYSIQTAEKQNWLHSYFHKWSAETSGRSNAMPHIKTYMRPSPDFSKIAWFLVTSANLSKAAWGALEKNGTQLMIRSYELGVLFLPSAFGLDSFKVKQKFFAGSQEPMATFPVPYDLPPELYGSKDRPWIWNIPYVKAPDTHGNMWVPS
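Here, a 5' biotin and 3' phosphotyrosine-FITC DNA oligonucleotide reports Tdp1 activity: intact substrate bridges AlphaScreen beads, while cleavage leaves a 3' phosphate and drops signal. All incubations at room temperature.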
N370S GC: qHTS Assay for Inhibitors and Activators of N370S glucocerebrosidase as a Potential Chaperone Treatment of Gaucher Disease. Lysosomal acid glucosylceramidase (Homo sapiens), P04062. N370S GC spleen homogenate, 4MU-glucoside fluorescence. Potency, µM (highest dose often 59.4 µM), without a hit: top-dose activity change, negative = inhibition, most hits filed as inhibitors. 0.092% of 330,000 active. AID 2101, 2009;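 also: 0% = full enzyme activity and -100% = no enzyme basal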
* marks the source's active call; other numbers are inactive results; ? = inconclusive; nt = not tested or not shown; & = joins results of further samples; [ ] = another dose, or the depositor's remark. Calls follow the shape of the dose curve; as a rule, active = well fitted curve in the direction sought with a large enough effect; inconclusive = small, poorly fitted or top-dose-only effect, or another doubt; inactive = no such curve, though single readings can be large; an effect the other way counts as inactive or inconclusive. Unless noted, % is scaled to controls: 0 for no effect and ±100 for the full control effect; potency is read from the fitted curve at half-maximal effect.

SMILES,FEN1 inhibitor,TDP1 inh,N370S GC
COc1ccc(CNC(=O)COC(=O)CCc2nc3ccccc3c(=O)[nH]2)cc1,-2%,3%,0%
CC1CCC(C(C)C)C(OC(=O)CSc2nc(N)cc(=O)[nH]2)C1 (stereo not drawn),-5%,0%,11%
Cc1n[nH]c(C)c1N=Nc1cc(Cl)ccc1Cl,4%,8%,0%
Cc1nc2c(-c3ccc(F)cc3)c(C)nn2c(C)c1CCC(=O)N1CCC(Cc2ccccc2)CC1,-25%,-6%,9%
CCCCn1c(=O)[nH]c(=O)c2c1nc(-c1ccc(OCCC)c(OCC)c1)n2C,-4%,nt,-1%
O=C1C=C(c2cccc(OCc3ccccc3)c2)C[C@@H](c2ccc3c(c2)OCO3)C1,-14%,0%,nt
O=C(NCc1ccccc1)c1cccc(S(=O)(=O)N2CCOCC2)c1,2%,0%,4%
CCN(CC)c1ccc(NC(=O)c2ccco2)cc1,6%,-7%,-20%
CN(c1ccccc1)S(=O)(=O)c1ccc(C(=O)Nc2nnc(C3CC3)s2)cc1,2%,-3%,8%
O=C(/C=C/c1ccccc1)N1CCC(Cc2ccccc2)CC1,-19%,-7%,-9%
CC(=O)N/N=C(/c1ccccc1)C(O)c1ccccc1 (stereo not drawn),-5%,nt,-2%
CCCN(CCC)CCCNC(=O)c1nn(C)c2c1CS(=O)(=O)c1ccccc1-2,21%,4%,nt
CN1CCc2c(sc3c2c(=O)n(-c2ccccc2)c2nncn32)C1,-4%,1%,6%
N#C/C(=C(/O)c1ccco1)c1nc2ccccc2s1,-11%&1%,2%&2%,1%&3%
CCOc1ccc(NC(=O)c2cn(CC(C)C)c(=O)c3c2c2ccccc2n3C)cc1,-2%,-1%,3%

(continued)
SMILES,FEN1 inhibitor,TDP1 inh,N370S GC
Cc1ccc(S(=O)(=O)c2nc(S(C)(=O)=O)sc2N2CCC(C(N)=O)CC2)cc1,-1%,4%,5%
Cc1cccc(C(=O)N/N=C/C(C)Cc2ccc3c(c2)OCO3)c1 (stereo not drawn),12%,5%,5%
Cc1cccc(C(=O)OCC(=O)NC2CC2)c1O,-5%,1%,nt
COc1ccc(-c2c(-c3ccccc3OC)oc3ccccc23)cc1F,6%,-10%,nt
Cc1c(NC(=O)C(C)OC(=O)c2ccc(Cl)nc2)c(=O)n(-c2ccccc2)n1C (stereo not drawn),-2%,-3%,4%
COC(=O)c1cc(OC)c(OC)c(OC)c1N,-11%,2%,1%
C=CCN(C(C(=O)OC)C(C)C)S(=O)(=O)C=C (stereo not drawn),-18%,0%,-5%
O=C(NCCN1CCCCC1)c1ccc(/C=N/O)nc1,3%,nt,-11%
COc1ccc(CCNC(=O)Cn2c(=O)n(-c3ccc(C)c(F)c3)c(=O)c3sccc32)cc1OC,8%,0%,-7%
Cc1ccc(CNn2cnnc2SCC(=O)NC(C)(C)C)cc1,5%,5%,-1%
CN=C1S/C(=C\c2ccc(SC)cc2)C(=O)N1C,-3%,9%,-5%
Cc1cccc(OCCNC(=O)CCNS(=O)(=O)c2ccc3ccccc3c2)c1,2%,-1%[56.1 µM],nt
COc1ccccc1NC(=O)CC(c1ccc(F)cc1)c1ccco1 (stereo not drawn),-13%,0%,10%
O=C(NCc1ccccc1)C(c1cccnc1)N(C(=O)c1csnn1)c1ccccc1 (stereo not drawn),-2%,9%,-8%
CCC(C)C(=O)N1c2ccccc2C(=C2SC(C(=O)OC)=C(C(=O)OC)S2)C(=S)C1(C)C (stereo not drawn),-11%,14%,1%

Reprinted from the part before: two compounds; new compounds follow.
SMILES,FEN1 inhibitor,TDP1 inh,N370S GC
O=C(NCc1ccccc1)C(c1cccnc1)N(C(=O)c1csnn1)c1ccccc1 (stereo not drawn),-2%,9%,-8%
CCC(C)C(=O)N1c2ccccc2C(=C2SC(C(=O)OC)=C(C(=O)OC)S2)C(=S)C1(C)C (stereo not drawn),-11%,14%,1%
COC(=O)N[C@H](c1ccccc1)[C@@]1(C)C[C@@H]1[C@@H](C)C(=O)Nc1ccc2ccccc2c1,-19%&-10%,5%,4%
CN(CC(=O)NC1(C)CCS(=O)(=O)C1)S(=O)(=O)c1ccc(Cl)cc1 (stereo not drawn),-13%,-3%,-4%
CCn1cc(C(=O)O)c(=O)c2cc(F)c(N3CCN(C(=S)Nc4ccc(OC)cc4)CC3)cc21,-22%,nt,-3%
O=C(c1ccc(Cl)cc1)N1CCN(S(=O)(=O)/C=C/c2ccccc2)CC1,14%,-3%,nt
Cc1sc2nc(COC(=O)C(NC(=O)c3ccc(Cl)cc3Cl)C(C)C)[nH]c(=O)c2c1C (stereo not drawn),-1%,1%,2%
COc1ccc(CN2C(=O)c3cccnc3C2=O)cc1S(=O)(=O)N1CCCC(C)C1 (stereo not drawn),18%,4%,-10%
O=C(/C=C/c1ccccc1)c1ccc(O)cc1O,nt,18%[56.1 µM],4%
Cc1ccc(S(=O)(=O)CC(C)(O)CS(=O)(=O)c2ccc(C)cc2)cc1,0%,3%,1%
C#CCOCCOCCOCCNc1nc(N2CCN(C(=O)[C@H](CCCCN)n3cc([C@@H](N)CC(C)C)nn3)CC2)nc(N2CCN(C(=O)[C@H](Cc3ccc(O)cc3)n3cc([C@@H](N)CC(C)C)nn3)CC2)n1,-16%,4%,-8%
COc1cccc(CN(Cc2ccco2)c2cnc(S(C)(=O)=O)nc2C(=O)Nc2cccc(Cl)c2C)c1,1%,8%,nt
O=c1c(N2CCN(c3cccc(Cl)c3)CC2)csc2ccccc12,-16%,5%,nt
COc1ccc(C(=O)C2CCCN(C(=O)Cn3cncn3)C2)cc1OC (stereo not drawn),18%,5%,3%
COc1ccccc1C(=O)Nc1cc(C)on1,6%,nt,-6%
COc1cccc(NC(=S)N2CCN(C(c3ccccc3)c3ccccc3)CC2)c1,-7%,-3%,2%
O=C(NCc1cccc(Cl)c1)C1CCCN(c2nn3cc(-c4ccc(F)cc4)nc3s2)C1 (stereo not drawn),-14%,5%,nt

One compound at a time (already shown):
`COc1ccc(C(=O)C2CCCN(C(=O)Cn3cncn3)C2)cc1OC` (stereo not drawn) across the screens: FEN1 inhibitor = 18%; TDP1 inh = 5%; N370S GC = 3%
`COc1ccc(CN2C(=O)c3cccnc3C2=O)cc1S(=O)(=O)N1CCCC(C)C1` (stereo not drawn) across the screens: FEN1 inhibitor = 18%; TDP1 inh = 4%; N370S GC = -10%

(listing goes on)
SMILES,FEN1 inhibitor,TDP1 inh,N370S GC
Cc1ccc(N2CCN(C(=O)NCc3noc4ccccc34)CC2C)cc1 (stereo not drawn),6%,5%,nt
Cc1ccc(C)c(N2CCN(C(=O)c3cc(C)nc4c3c(C)nn4-c3ccccc3)CC2)c1,5%,-2%,nt
O=C(Cn1c(=O)oc2cc(S(=O)(=O)NCc3ccccc3)ccc21)NCc1ccco1,6%,3%,-13%
Cc1cccc(CSc2ccc3nnc(-c4cccs4)n3n2)c1,-2%,-3%,-4%
COc1ccc(CN(C)CC(=O)Nc2ccccc2C(=O)NC2CC2)cc1F,-3%,0%,nt
Cc1ccccc1C(=O)Nc1cccc(OCc2cc(=O)n3c4c(sc3n2)CCCC4)c1,12%,6%,nt
COc1cc(O)c2c(=O)cc(-c3ccccc3)oc2c1,5%,13%[56.1 µM],?
Cc1ccc(C)n1-c1nc(=S)[nH][nH]1,-14%,6%,11%
CCCn1c(-c2ccc(F)cc2)nc2c(NC3CC4CCC(C3)N4C)nc(C)nc21 (stereo not drawn),nt,9%,-9%
N#CCC(=O)Nc1ccc(C(=O)NCC(c2ccco2)N2CCCCC2)cc1 (stereo not drawn),-3%,3%,7%
CCN1CCN(C(c2ccccc2)c2c(O)cc(C)n(CCOC)c2=O)CC1 (stereo not drawn),14%,5%,nt
COCCN(CCOC)c1nc(C)nc2c1nc(-c1ccccc1)n2CC1CCN(C)CC1,nt,1%,-7%
Cc1nc(C)n(CC(O)COc2ccc3cc(Br)ccc3c2)n1 (stereo not drawn),1%,4%,-3%
CCN(Cc1nc(-c2ccc(OC)cc2)oc1C)S(=O)(=O)c1ccc(Cl)cc1,5%,-6%,nt
COc1ccccc1OCCCn1c(C)c(C#N)c2ccccc21,-3%,0%,27%

Following part:
SMILES,FEN1 inhibitor,TDP1 inh,N370S GC
COc1ccc(-c2nc(N)n(C(=O)c3ccccc3Cl)n2)cc1,5%,3%,-1%
Cc1ccc(CNC(=O)[C@@H](NC(=O)C2CCN(C(=O)[C@@H](N)CC(C)C)CC2)C(C)C)cc1,-5%,nt,0%
COc1cccc(C(=O)Nc2nc3ccc(S(=O)(=O)N4CCCC4)cc3s2)c1,2%,3%,nt
CC[C@H](C)[C@@H](C(=O)N1CCNCC1)n1cc([C@@H](N)CC(C)C)nn1,1%,3%,-8%
COc1ccc(COC(=O)c2cccc(S(=O)(=O)N3CCN(C(C)=O)CC3)c2)cc1,-2%,-4%,-4%
CCc1c(O)nc(SCC(=O)Nc2ccccc2)n(C(C)CC)c1=O (stereo not drawn),-3%,7%,3%
CSCc1c(C(=O)Nc2ccc(N3CCOCC3)cc2)oc2ccccc12,?,1%,10%
O=S(=O)(c1ccc(NC(=S)NCCc2ccccc2)cc1)N1CCOCC1,-2%,6%,11%
COc1ccc(CNC(=O)c2cc(-c3cccs3)on2)cc1,-2%,5%,5%
CSC1=N/C(=C\c2ccccc2F)C(=O)S1,7%,2%,-5%
CCOC(=O)C(Cc1ccccc1)(Cc1ccccc1)C(C)=O,12%,nt,-2%
Cc1cc(C)nc(N/N=C/c2c[nH]c3ccccc23)n1,-13%,1%,-13%
CS(=O)(=O)Nc1ccc(C2=NN(S(=O)(=O)c3ccc(F)cc3)C(c3ccco3)C2)cc1 (stereo not drawn),-14%,5%,16%
COc1ccc(NC(=O)CSCC(=O)Nc2ccc(S(=O)(=O)N3CCOCC3)cc2)cc1,-3%,4%,nt
CCCCCNC(=O)Cn1c(=O)c2c(ncn2CC(C)C)n(Cc2ccccc2)c1=O,2%,nt,3%

More results:
SMILES,FEN1 inhibitor,TDP1 inh,N370S GC
CC(=O)Oc1ccc2cc(-c3nc4ccccc4n3C)c(=O)oc2c1,-4%,-1%,9%[2.35 µM]
COc1cnc(-c2cccc(C(F)(F)F)c2)[nH]c1=O,-10%,-3%,-2%
Cc1cccc(NS(=O)(=O)c2ccc3c(c2)CCC(=O)N3)c1,2%,2%&-4%,-2%
NC(=O)CCC(NC(=S)Nc1ccccc1)C(=O)O (stereo not drawn),16%,-2%,0%
O=C(CN1C(=O)S/C(=C\c2cccc(Cl)c2)C1=O)NCCCn1ccnc1,-2%,5%,?
COc1ccc(CCNC(C)C(=O)Nc2ccc(S(N)(=O)=O)cc2)cc1 (stereo not drawn),-4%,nt,-22%
Cc1csc(NC(=O)CCc2ccc(S(=O)(=O)N3CCOCC3)cc2)n1,2%,6%,1%
O=CN(c1ccccc1)c1ccc2ccccc2c1,2%,5%,10%
CCCCSc1nc2c(c(=O)n1CC)SC(C)C2 (stereo not drawn),7%,0%,11%
Cc1ccoc1C(=O)NCCCNC(=O)c1occc1C,4%,5%,-20%
O=Cc1ccc2noc(-c3ccc(Cl)cc3)c2c1,-8%,2%,-3%
Cn1c(CC(=O)Nc2ccccc2C(F)(F)F)c(Sc2ccccc2)c2ccccc21,-1%,3%,1%
O=C(CNC(=O)c1ccccc1F)N/N=C/c1cc(Br)ccc1OC(=O)/C=C/c1ccco1,-20%,6%,-7%
Nc1cccc2c(=O)[nH][nH]c(=O)c12,-12%,9%,3%
C=CCn1c(SCC(=O)c2ccc(CNC(C)=O)o2)nc2scc(C3CC3)c2c1=O,-14%,2%,7%

The list continues:
SMILES,FEN1 inhibitor,TDP1 inh,N370S GC
NC(=O)c1cc(S(=O)(=O)N2CCN(c3ccc([N+](=O)[O-])cc3)CC2)cs1,-7%,6%,-13%
C=C(Br)CN1CCN(CC(=C)Br)CC1,10%,5%,-1%
Cc1ccc(NC(=O)CN2CCCCC2)c2c1CC(C)(C)O2,-10%,nt,-3%
CC1CCC2(CC1)NC(=O)N(NC(=O)CCc1c[nH]c3ccccc13)C2=O (stereo not drawn),-2%,2%,-15%
CCN(CC)C(=O)c1csc(Nc2ccc(C)cc2)n1,-4%,-1%,-11%
O=C1C(Cc2ccccc2)Nc2ncnc(N3CCN(c4ccccc4)CC3)c2N1Cc1ccc(Br)cc1 (stereo not drawn),0%,3%,nt
Cc1nccc(-c2cc(-c3ccc(Cl)cc3Cl)no2)n1,4%,2%,-3%
CCN(C1CCCCC1)S(=O)(=O)CCNC(=O)c1ccc2c(c1)OCO2,1%,-1%,1%
Cc1ccccc1Nc1c2c(nc3nncn13)CCC2,17%,2%,nt
